High-throughput results deposited in PubChem by National Center for Advancing Translational Sciences (NCATS).
Epigenetic reg: regulators of epigenetic silencing causing reporter derepression in mouse cells; murine LDR cells, GFP reporter derepression, 30 h; Potency, µM (titrated, usually from 53.9 µM), for the others: at the highest dose GFP activation, hits mostly activators; 0.2% of 280,000 active; AID 1865; also: % of control where 0% means no effect; nearly all actives have a fitted effect of over 60% in size
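Derepression of a silenced CMV-GFP reporter in murine LDR cells is scored by enumerating GFP-positive cells with a laser-scanning microplate cytometer after 30 hours of treatment at 37 C.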
RECQ1 helicase: blocks DNA unwinding by human RECQ1 | P46063 | RECQ1 DNA unwinding, red fluorescence kinetic read | Potency, µM (doses to about 57.3 µM), inactives show at the top dose activity, negative = inhibition, actives largely listed as inhibitors | 0.54% of 240,000 active | AID 2549;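 also: plate controls were vehicle for no effect and no enzyme for full effect; nearly all actives have a fitted effect of over 30% in size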
Target sequence (P46063 whole entry, looked up): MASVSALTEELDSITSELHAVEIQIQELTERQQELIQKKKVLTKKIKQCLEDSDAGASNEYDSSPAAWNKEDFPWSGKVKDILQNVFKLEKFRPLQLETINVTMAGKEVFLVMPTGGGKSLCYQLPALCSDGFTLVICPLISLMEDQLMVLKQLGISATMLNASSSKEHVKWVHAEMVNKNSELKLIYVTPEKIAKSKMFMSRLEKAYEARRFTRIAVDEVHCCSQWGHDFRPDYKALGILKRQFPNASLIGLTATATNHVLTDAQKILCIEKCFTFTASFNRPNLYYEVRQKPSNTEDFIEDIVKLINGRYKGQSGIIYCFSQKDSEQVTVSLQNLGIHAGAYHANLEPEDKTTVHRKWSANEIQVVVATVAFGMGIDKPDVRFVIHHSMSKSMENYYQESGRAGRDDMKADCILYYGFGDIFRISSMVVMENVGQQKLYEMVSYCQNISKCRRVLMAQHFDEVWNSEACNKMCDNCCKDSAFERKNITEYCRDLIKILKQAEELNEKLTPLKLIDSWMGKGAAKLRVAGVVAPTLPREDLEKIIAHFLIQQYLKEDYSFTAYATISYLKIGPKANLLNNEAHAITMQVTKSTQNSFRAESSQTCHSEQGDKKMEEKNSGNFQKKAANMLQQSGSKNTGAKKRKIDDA
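RECQ1T1 50 nM; forked duplex (20 bp + 30-nt ss tails) 200 nM, ATP 2 mM final; pH 8.0, 2 mM MgCl2, 2.5 ug/ml poly(dI-dC); 15 min compound preincubation; discontinuous kinetic read over 2 h at RT.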
NPSR antag: blocks cAMP signaling of the human neuropeptide S receptor; Q6W5P4; CHO-NPSR cells, cAMP TR-FRET, antagonist mode; Potency, µM (highest dose often 38.3 µM), inactives show at the top dose activity change, negative = inhibition, usual class: inhibitors; 1% of 220,000 active; AID 1461; also: % is scaled to controls: 0 for no effect and ±100 for the full control effect; nearly all actives have a fitted effect of over 50% in size; many of its hits are not listed in these tables
RGS12 GoLoco inh: blocks human Gai1 binding to RGS12 GoLoco peptide, red readout; P63096; Gai1:RGS12 GoLoco peptide FP, rhodamine, 10 min; Potency, µM (highest dose often 61.6 µM), without a hit: at the top dose activity, negative = inhibition, most hits filed as inhibitors; 0.44% of 230,000 active; AID 880; active = well fitted inhibition curve with a large enough effect, not every such curve was filed as active; inactive = no such curve, though single readings can be large or run the other way; also: % is scaled to controls: 0 for no effect and ±100 for the full control effect; nearly all actives have a fitted effect of over 30% in size; many of its hits are not listed in these tables
Target sequence (P63096 whole entry, looked up): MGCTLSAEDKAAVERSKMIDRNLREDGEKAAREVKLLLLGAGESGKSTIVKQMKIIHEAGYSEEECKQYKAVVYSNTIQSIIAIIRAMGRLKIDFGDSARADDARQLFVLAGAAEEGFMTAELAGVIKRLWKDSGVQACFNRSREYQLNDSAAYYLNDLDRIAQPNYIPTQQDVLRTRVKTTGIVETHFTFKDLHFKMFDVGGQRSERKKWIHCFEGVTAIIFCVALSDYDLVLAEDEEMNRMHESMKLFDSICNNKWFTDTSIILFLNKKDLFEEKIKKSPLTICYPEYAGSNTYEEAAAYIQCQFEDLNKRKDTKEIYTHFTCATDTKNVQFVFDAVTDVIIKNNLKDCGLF
Luc counter: blocks Kinase-Glo luciferase, a counter-screen artifact | 0.28% of 200,000 active | AID 1379 | Potency, µM (doses to about 38.3 µM), for inactives: at the top dose activity change, negative = inhibition, actives largely listed as inhibitors | Q27757 | Kinase-Glo luciferase, ATP luminescence, 8 min; also: % is scaled to controls: 0 for no effect and ±100 for the full control effect; nearly all actives have a fitted effect of over 60% in size
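Recombinant Kinase-Glo luciferase, 10 uM ATP (linear range), luciferin; imidazole pH 7.2 / KCl / MgCl2 / Tween / BSA buffer; 8 min RT; luminescence.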
SMN2 splice enh: SMN2 splice variant enhancement; HEK293 SMN2-luciferase splicing reporter, luminescence, 30-36 h; Potency, µM (titrated, usually from 46.1 µM), for the others: at the highest dose activity change, positive = activation, usual class: activators; 2.8% of 210,000 active; AID 1458; also: % of control where 0% means no effect; nearly all actives have a fitted effect of over 55% in size
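HEK293 cells carry an SMN2 minigene-luciferase reporter in which exon 7 inclusion puts luciferase in frame. Cells were seeded at 2000 cells/well, attached for 10-12 hours, then exposed to compounds for 30-36 hours at 37C before ONE-Glo luminescence.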
IMPase Li inh: membrane-permeable IMPase blocker, potentiated with lithium; Potency, µM (top dose mostly 59.4 µM), without a hit: at the highest dose activity, negative = IMPase inhibition, actives largely listed as inhibitors; CHO-M1 cells, IP1 TR-FRET (IP-One), carbachol + lithium; AID 1457; 0.35% of 210,000 active;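 also: IP1 builds up when IMPase is blocked and the TR-FRET signal falls; plate controls were basal vehicle for no effect and high inhibitor control for full effect; nearly all actives have a fitted effect of over 50% in size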
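Concentration–response in CHO-M1 cells, lithium-potentiated; 30 min at 37C. IP1 detected by competitive TR-FRET after 10 min lysis at RT. Hill-fitted AC50.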
JMJD2E inh: JMJD2E (human) inhibition; B2RXH2; JMJD2E catalytic domain, FDH-coupled NADH fluorescence (FDH is formaldehyde dehydrogenase); Potency, µM (titrated, usually from 57.1 µM), for inactives: at the highest dose activity change, negative = inhibition, actives largely listed as inhibitors; 1.6% of 230,000 active; AID 2147; active = well fitted inhibition curve with a large enough effect, not every such curve was filed as active; inconclusive = small, poorly fitted or top-dose-only effect, or another doubt; inactive = no such curve, though single readings can be large or run the other way;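 also: 0% = wells with enzyme and -100% = buffer wells without enzyme; nearly all actives have a fitted effect of over 50% in size; many of its hits are not listed in these tables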
An asterisk follows results filed as active; i = inactive; ? = inconclusive; . = no result given; [ ] = another dose, or the depositor's remark. Unless noted, calls follow the shape of the dose curve; as a rule, active = well fitted curve in the direction sought with a large enough effect; inconclusive = small, poorly fitted or top-dose-only effect, or another doubt; inactive = no such curve, though single readings can be large; an effect the other way counts as inactive or inconclusive. Potency is read from the fitted curve at half-maximal effect. Some of the compounds tested (hit frequency here may not be typical).

Each structure is followed by: Epigenetic reg | RECQ1 helicase | NPSR antag | RGS12 GoLoco inh | Luc counter | SMN2 splice enh | IMPase Li inh | JMJD2E inh
Cc1ccc(CNC(=O)C2CCCN(C(=O)N(C)C)C2)cc1 (stereo unspecified)
 : -0.5% | 2% | -2%[46.1 µM] | 2% | 2% | -13% | -1%[38.3 µM] | 1%
CCCCN1C(=O)C(=O)N(CC(=O)NC2CCCc3ccccc32)C1=O (stereo unspecified)
 : -2.6% | -1% | 6% | 2% | 2% | -3% | -3% | 3%
Cc1ccc(-c2ccc(CCC(=O)O)n2CC2CCCO2)cc1 (stereo unspecified)
 : -2.3% | ? | -16%[46.1 µM] | 6% | 0% | ? | -24%[38.3 µM] | ?
COc1ccc(C2CC(=O)C(C=NCCN3CCN(C(=S)Nc4ccccc4)CC3)=C(O)C2)cc1OC (stereo unspecified)
 : -0.1% | 0% | 1% | 4% | -1% | -28% | 9% | 6%
O=C(NC1CCCC1)C(c1ccco1)N(Cc1ccccc1)C(=O)c1csnn1 (stereo unspecified)
 : 0.9% | -5% | -9%[46.1 µM] | 10% | 0% | -11% | 23%[38.3 µM] | 0%
CC(C)Oc1ccc(/C(O)=C2/C(=O)C(=O)N(CCN(C)C)C2c2cccs2)cc1 (stereo unspecified)
 : 0.0% | -9% | 13% | 9% | 1% | 13% | -4% | 5%
O=C(CCNS(=O)(=O)c1ccc(Br)s1)NCc1ccccc1Cl
 : -3.3% | 0% | -14% | -2% | -1% | -11% | -3% | 4%
COc1ccc(Cl)cc1NC(=S)NCc1cccs1
 : 0.4% | i | -11% | 4% | 0% | 12% | -1% | 3%
CC(=O)N1N=C(c2ccc(C)c([N+](=O)[O-])c2)OC1(C)C
 : 2.5% | 10% | -19% | 4% | . | . | . | 6%
O=C1CC(c2ccc(F)cc2)Sc2nc(C34CC5CC(CC(C5)C3)C4)nn21 (stereo unspecified)
 : 1.1% | -20% | -25% | 37%[activator] | 0% | 7% | 9% | 2%
Cc1ccc(-n2c(SCC(=O)NCCN3C(=O)CSC3=O)nnc2-c2cccc(C)c2)cc1
 : 0.0% | -2% | -13% | 11% | -2% | -38%[inhibitor] | 6% | -2%
CCOc1ccc(Nc2c3c(nc4ncnn24)CC(C)CC3)cc1 (stereo unspecified)
 : 0.7% | -6% | -17%[46.1 µM] | 3% | 10% | -33%[inhibitor] | 1%[38.3 µM] | -4%
CCOc1cc(-c2nc(C)c(C(C)=O)n2O)ccc1OCC(=O)Nc1ccccc1
 : 0.0% | i | -31% | -10% | -2% | -41% | 12% | 0%
O=C(Cn1c(C(F)(F)F)nc2ccccc21)c1ccc(Br)cc1
 : -2.3% | -6% | -28%[46.1 µM] | 3% | -4% | -29% | 2%[38.3 µM] | 0%
Cc1ccc(C(=O)NNc2cc(N3CCCC3)nc(N3CCCC3)n2)cc1
 : -1.3% | 8% | -21%[46.1 µM] | -2% | -1% | -25% | -1%[38.3 µM] | 6%
Oc1ccc(CN2CCCc3ccccc32)c2cccnc12
 : ? | 2% | 1%[46.1 µM] | -2% | -2% | -12% | 14%[38.3 µM] | 8.9µM*
CS(=O)(=O)N1CCCC(C(=O)NCCCN2CCC(Cc3ccccc3)CC2)C1 (stereo unspecified)
 : 0.0% | i | -11%[46.1 µM] | -2% | -1% | -10% | 40%[activator][38.3 µM] | -7%
O=C(NCc1ccc2c(c1)OCO2)c1n[nH]c(=O)c2ccccc12
 : 3.8% | i | 8% | -1% | . | . | -6% | 3%
O=C(CSc1nc2ccccc2s1)N1CCOCC1
 : -2.2% | i | -4%[46.1 µM] | 6% | 0% | 18% | 7% | -1%
CCO[C@@H]1OC(C(=O)NCc2ccccc2)=C[C@H](c2ccc(Br)cc2)[C@H]1CCCO
 : -1.3% | i | ? | 6% | . | . | 25% | 6%

Reprinted from the part before: five compounds, then new ones.
Compound | Epigenetic reg | RECQ1 helicase | NPSR antag | RGS12 GoLoco inh | Luc counter | SMN2 splice enh | IMPase Li inh | JMJD2E inh
Oc1ccc(CN2CCCc3ccccc32)c2cccnc12 | ? | 2% | 1%[46.1 µM] | -2% | -2% | -12% | 14%[38.3 µM] | 8.9µM*
CS(=O)(=O)N1CCCC(C(=O)NCCCN2CCC(Cc3ccccc3)CC2)C1 (stereo unspecified) | 0.0% | i | -11%[46.1 µM] | -2% | -1% | -10% | 40%[activator][38.3 µM] | -7%
O=C(NCc1ccc2c(c1)OCO2)c1n[nH]c(=O)c2ccccc12 | 3.8% | i | 8% | -1% | . | . | -6% | 3%
O=C(CSc1nc2ccccc2s1)N1CCOCC1 | -2.2% | i | -4%[46.1 µM] | 6% | 0% | 18% | 7% | -1%
CCO[C@@H]1OC(C(=O)NCc2ccccc2)=C[C@H](c2ccc(Br)cc2)[C@H]1CCCO | -1.3% | i | ? | 6% | . | . | 25% | 6%
COc1cccc(CNc2ccc(Br)cn2)c1O | 0.0% | i | -5%[46.1 µM] | -1% | -2% | 14µM* | 8%[38.3 µM] | -1%
Cc1cc2nc(/N=C(\N)NC(=O)C(C)C)nc(C)c2cc1C | 0.0% | -6% | -1%[7.67 µM] | 3% | . | . | . | -10%
Cc1onc(-c2c(F)cccc2Cl)c1C(=O)OCC(=O)c1c(N)n(C)c(=O)n(C)c1=O | -2.9% | -2% | -30% | -7% | 2% | -22% | 2% | 7%
Cc1ccc2oc(=O)c(/C=C(\O)C(C)(C)C)nc2c1 | 4.5% | -25% | 5% | 3% | 1% | 11% | 12% | -10%
CC(C)Sc1nc(NCc2ccco2)c2c3c(sc2n1)COC(C)(C)C3 | -7.4% | -15% | -16%[46.1 µM] | 23% | -6% | -5% | 3%[38.3 µM] | ?
O=C(NNS(=O)(=O)c1ccccc1)c1cnn(-c2ccc(Cl)cc2)c1C(F)(F)F | 0.0% | -3% | 8% | 7% | . | . | . | 9%
CC1=NN(c2ccccc2)C(=O)/C1=C\N1CC(C)OC(C)C1 (stereo unspecified) | 1.9% | -1% | -7%[46.1 µM] | 5% | -14% | 14% | -13%[38.3 µM] | -9%
O=C(N/N=C/c1ccc(OCCCF)cc1)c1ccc(C(F)(F)F)cc1 | -1.4% | -2% | -1% | 38%[activator] | 1% | 3% | -1% | 1%
O=S(O)O.O=S(O)O.[Co].[NH2-].[NH2-].[NH2-].[NH2-] | . | . | . | 5%[14.2 µM] | -1%[7.66 µM] | -3%[9.22 µM] | 4% | .
Cc1nc2ccccc2n1/C(=N/S(=O)(=O)c1ccc(Br)cc1)c1ccccc1 | -0.8% | i | 6%[46.1 µM] | 0% | 1% | -2% | 5% | -2%
Cc1cccc(N2CCN(C(=O)c3ccc(CNc4c(N5CCC(C)CC5)c(=O)c4=O)cc3)CC2C)c1 (stereo unspecified) | 1.1% | -15% | -41% | 7% | 3% | -40%[inhibitor] | 7% | -5%
CCOC(=O)c1nc(N)c(=O)n(-c2ccccc2)n1 | 0.6% | 1% | 3%[46.1 µM] | 7% | -5% | 2% | 11%[38.3 µM] | 6%
COCCNC(=O)c1c[nH]c2ccc(S(=O)(=O)N3CCC4(CC3)OCCO4)cc2c1=O | -2.5% | 0% | 3%[46.1 µM] | -2% | -2% | -5% | 8%[38.3 µM] | ?
Cc1cc(C)c2c(NC(=O)C3CC3)nn(C)c2n1 | 1.3% | i | 14% | 7% | 0% | 10% | 2% | ?
CCC1=C2CC[C@H]3C(=O)N(c4ccccc4)C(=O)[C@H]3[C@H]2[C@@]2(Cc3ccccc3)C(=NCCOC)OC(=O)N2C1=O | 1.5% | -8% | . | -5% | -2% | -3% | -6% | -4%
CCOc1ccc(-n2c(C)nc3c(cnn3-c3ccc(Cl)cc3)c2=O)cc1 | -1.1% | -8% | -5%[46.1 µM] | 4% | 0% | -18% | 4%[38.3 µM] | 82%
CC(=O)Cn1c(=O)oc2ccccc21 | 3.9% | 16% | 3% | -2% | . | . | . | 3%
COc1ccc(/C=C2/CCc3ccccc3C2=O)cc1CN1CCOCC1 | 14% | -8% | 10% | -6% | 1% | -15% | 1% | -16%
CCOC(=O)c1ccc(NC(=O)NCc2ccc(OC)cc2)cc1 | -0.4% | i | 1% | 9% | 0% | 12% | 0% | -3%
COc1ccc(C2C(C(C)=O)=C(O)C(=O)N2Cc2cccnc2)cc1 (stereo unspecified) | -1.0% | -6% | 10% | 4% | 1% | 5% | -8% | -28%
CC(=O)N1N=C(c2ccc(Cl)cc2)OC1(C)C | -1.1% | -2% | 43% | -7% | -4% | 14% | -1% | ?
CCCN1C(=O)/C(=C2\SC(=S)N(c3c(C)n(C)n(-c4ccccc4)c3=O)C2=O)c2ccccc21 | 2.0% | i | 7% | 3% | . | . | . | 2%
COc1ccc(CN=C2NC(=O)CC(C(=O)Nc3ccc([N+](=O)[O-])cc3C)S2)cc1 (stereo unspecified) | 1.0% | -9% | 8% | 13% | 2% | -36%[inhibitor] | -3% | 0%
CCOC(=O)c1c(C)n(C)c2ccc(OC)c(NC(=O)CN3CCCCC3)c12 | 1.1% | -17% | 13%[46.1 µM] | 11% | 2% | 2% | -4%[38.3 µM] | 5%
Cn1c(SCC(=O)Nc2nccs2)nnc1-c1ccncc1 | -0.9% | -28% | -6%[46.1 µM] | 12% | -8% | 9% | 15%[38.3 µM] | 1%
CCCCC(=O)Nc1nnc(CCOC)s1 | 1.9% | i | 14% | 7% | 4% | 2% | -5% | -1%
